Glioma ERSR ind – qHTS for Inducers of the Endoplasmic Reticulum Stress Response (ERSR) in Human Glioma: qHTS. U87-MG GRP78 promoter luciferase reporter, 16 h. Potency, µM, for the others: at the highest dose activation, most hits filed as activators. 0.02% of 420,000 active. AID 602332, 2012; active = well fitted activation curve with a large enough effect; inconclusive = small, poorly fitted or top-dose-only effect; inactive = no such curve, though single readings can be large or run the other way; also: series mostly up to about 76 µM; % of control where 0% means no effect; nearly all actives have a fitted effect of over 35% in size
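Stably transfected U87-MG human glioma cells carrying a GRP78-based luminescent sensor were seeded at 1000 cells/well, pin-dosed with compounds and incubated 16 h. Luciferase reagent was then added, and end-point luminescence was read after 10 min at room temperature.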
Active calls of the source: *; u = inconclusive; & = joins results of further samples. Potency is read from the fitted curve at half-maximal effect.

Compound | Glioma ERSR ind
C[C@@H](O)[C@@H]1NC(=O)[C@H](CCCCN)NC(=O)[C@H](Cc2c[nH]c3ccccc23)NC(=O)[C@H](Cc2ccccc2)NC(=O)[C@H](Cc2ccccc2)NC(=O)[C@H](CC(N)=O)NC(=O)[C@H](CCCCN)NC(=O)[C@@H](NC(=O)[C@@H]2CCCN2)CSSC[C@@H](C(=O)N[C@@H](CCCCN)C(=O)O)NC(=O)[C@H](CO)NC(=O)[C@H](CO)NC(=O)[C@H](Cc2ccccc2)NC1=O | -9%
CSc1nc(N)c2ncn([C@@H]3O[C@H](COP(=O)(O)OP(=O)(O)OP(=O)(O)O)[C@@H](O)[C@H]3O)c2n1 | -3%&3%
COc1ccc(O)c(CN2CCC3(CCC(CNC(=O)C4CCCO4)O3)CC2)c1 (stereo unspecified) | -6%
COC(=O)C/C=C\[C@@H](C)[C@@H](/C=N\O[C@@H](C)CN1CCCc2nc(C)c(C)cc21)OC | -5%
C[C@@]12CCC3c4ccc(OS(=O)(=O)O)cc4CCC3C1CCC2O (stereo partly specified) | -4%
COc1ccc2c(c1)OC(C)CN(CCNC(=O)C1CCOC1)C2 (stereo unspecified) | -6%
Cn1cccc1C(=O)N1CCC2(CCN(C(=O)Nc3cccc(F)c3)CC2)CC1 | -5%
CC(C)=CCC/C(C)=C/CO/N=C1/[C@H]2O[C@@H]2[C@@H](O)[C@H]2[C@H]1CCn1c(=O)n(C)c(=O)n12 | -2%
COc1cc(-c2nc(C)cnc2C)cc2c1OCCN(C(=O)Cc1cc(OC)c(OC)c(OC)c1)C2 | -5%
CN1CCCC(CNC(=O)c2cnn(-c3nccc(-c4cccs4)n3)c2C2CC2)C1 (stereo unspecified) | -3%
CCOC(=O)CCN1C(=O)[C@H]2[C@H]3[C@H](O)[C@H](O)C/C(=N/OCC(C)C)[C@@H]3CC[C@@H]2C1=O | -3%
CC(=O)OC1CC[C@]2(C)C(CC[C@@]3(C)C2C(=O)C=C2C4C(C)C(C)CC[C@@]4(C(=O)O)CCC23C)C1(C)C (stereo partly specified) | -3%

(listing goes on)
Compound | Glioma ERSR ind
COc1ccccc1-c1cncnc1Nc1ccc(F)cc1 | -5%
Cc1cccc(-c2nn(C(=S)Nc3ccccc3)cc2-c2ccnc3ccccc23)n1 | -8%
CCN(Cc1ccncc1)Cc1ccc2c(c1)CN(C(=O)c1ccccc1-n1cccn1)CCO2 | -1%
COC(=O)N1CCC[C@@]2(CCN(c3ccccc3)C2)C1 | -1%
Cc1nc(C)c(C(=O)NCc2nc(-c3cccc(NC(=O)c4ccccn4)c3)oc2C)s1 | -5%
Cc1ccc2c(c1)C(N1CCN(C)CC1)=Nc1cccnc1N2 | -1%
COCC(=O)N1CCC[C@@]2(CCN(C(=O)Nc3cccc(C#N)c3)C2)C1 | -2%
O=c1cnc2cnc(Oc3ccccc3)nc2n1Cc1cccs1 | -4%
COc1ccc(-n2c(=O)c(-c3ccc(Cl)cc3)nc3cnc(N(C)C)nc32)cc1 | -5%
O=c1c(-c2cc(F)cc(F)c2)nc2cnc(N3CCOCC3)nc2n1C1CC1 | -4%
CC(=O)NCCNc1cc(-c2ccccc2C)ncn1 | -5%
CCC(C(=O)O)C1OC(C(C)C(O)C(C)C(=O)C(CC)C2OC3(C=CC(O)C4(CCC(C)(C5CCC(O)(CC)C(C)O5)O4)O3)C(C)CC2C)C(C)CC1C (stereo unspecified) | -5%

Continuation.
Compound | Glioma ERSR ind
O=C(/C=C/c1ccc(O)c(O)c1)O[C@H]1C[C@@](O)(C(=O)O)CC(O)C1O (stereo partly specified) | -4%
COc1cccc(Cn2c(=O)c(-c3cc(F)cc(F)c3)nc3cnc(OC)nc32)c1 | -2%
CN1CCN(c2ncc3nc(-c4ccc(Cl)cc4)c(=O)n(Cc4ccc(F)cc4)c3n2)CC1 | -5%
Cc1cc(C)c(N(Cc2ccccc2)S(=O)(=O)c2ccc(OCCNC(=O)c3cc4ccccc4o3)cc2)c(C(=O)NO)c1 | -5%
COc1cccc(Cn2c(=O)cnc3cnc(Nc4ccccc4)nc32)c1 | -3%
COc1cc(N)c(Cl)cc1C(=O)CCC1CCN(CCNS(C)(=O)=O)CC1 | -4%&-3%
Cc1nc(C)c(CC(=O)N2CCOc3ccc(CN4CCN(c5ccccn5)CC4)cc3C2)s1 | -5%
COc1cccc(Cn2c(=O)c(C)nc3cnc(OCc4ccccc4)nc32)c1 | -3%
O=S(=O)(c1ccccc1)N1CCC2(CCCN(c3ccccc3)C2)CC1 | -4%
CN(C)C(=O)c1ccc(-c2cncnc2N2CCNCC2)cc1 | -3%
COc1cc(C)c(CN2CCOc3ccc(C(O)c4cccnc4)cc3C2)cc1C (stereo unspecified) | -5%
CN(C)c1ncc2nc(-c3ccc(Cl)cc3)c(=O)n(Cc3cccs3)c2n1 | -3%

The listing continues.
Compound | Glioma ERSR ind
O=S(=O)(c1ccccc1)N1CCC2(CCCN(c3cccc(-c4ccccc4)c3)C2)CC1 | -3%
CC(C)=CCC/C(C)=C/CO/N=C1/C[C@@H](O)[C@@H](O)[C@@H]2[C@@H]3C(=O)N(c4cccc(Oc5ccccc5)c4)C(=O)[C@H]3CC[C@H]12 | -5%
Nc1cccc2c(=O)[nH]ccc12 | 2%
CN(C)C=Nc1c(I)cc(I)c(CCC(=O)O)c1I | -1%
CCc1ccc2c(-c3cccc(Cl)c3)nc(=O)n(CC)c2n1 | u
COc1ccccc1CN1CCCC2(CCNCC2)C1 | -5%
CCC(=O)NCc1nc(-c2cccc(NC(=O)c3ccc(C)s3)c2)oc1C | -2%
O=C(c1cccc(F)c1)N1CCC2(CC1)CN(c1cccc(-c3ccccc3)c1)C2 | -2%
CC(=O)Nc1ccccc1-c1nc(CNC(=O)c2cc(C)ccc2C)c(C)o1 | 2%
O=C(O)COc1ccc(C(=O)c2cccs2)c(Cl)c1Cl | -5%&-4%
CC(C)C[C@@H](/C=C/S(C)(=O)=O)NC(=O)[C@H](CC(C)C)NC(=O)[C@H](CC(C)C)NC(=O)OCc1ccccc1 | 1%
COc1cc2c(cc1OC)CN(C(=O)[C@@H]1C[C@H](NCc3cn(C)c4ccccc34)CN1C1Cc3ccccc3C1)CC2 | -3%

Three structures already listed, sorted by count of non-hydrogen atoms, low to high.
Compound | Glioma ERSR ind
COc1ccccc1CN1CCCC2(CCNCC2)C1 | -5%
CCc1ccc2c(-c3cccc(Cl)c3)nc(=O)n(CC)c2n1 | u
CC(=O)Nc1ccccc1-c1nc(CNC(=O)c2cc(C)ccc2C)c(C)o1 | 2%

Later entries:
Compound | Glioma ERSR ind
CC[C@]12CCCN3CCc4c(n(c5ccccc45)C(=O)C1)[C@H]32 | -6%
COc1cc2oc(-c3ccccc3)cc(=O)c2cc1O | -8%
CCCCC/C=C\C/C=C\C/C=C\C=C\C(=O)CCCC(=O)O | -2%
CC(C)Cc1nc2cc(NS(=O)(=O)N(C)C)cc(C(=O)N3CCc4ccccc4C3)c2n1C | 6%
CNC(=O)[C@@H]1C[C@@H](NCc2cccc(Oc3ccccc3)c2)CN1C(C)C | -2%
O=c1cc(-c2ccc(O)cc2)oc2cc(OC3OC(CO)C(O)C(O)C3O)c(C3OC(CO)C(O)C(O)C3O)c(O)c12 (stereo unspecified) | 1%
Nc1nc(Cl)nc2c1ncn2[C@@H]1O[C@H](COP(=O)(O)OP(=O)(O)OP(=O)(O)O)[C@@H](O)[C@H]1O | -4%
NCCC[C@H](N)CC(=O)N[C@H]1CNC(=O)[C@@H]([C@@H]2C[C@H](O)N=C(N)N2)NC(=O)/C(=C/NC(N)=O)NC(=O)[C@@H](CO)NC(=O)[C@@H](CO)NC1=O | -6%
COc1ccc2c(c1)-c1nc(-n3ncc(C(=O)NCc4cccc(C)n4)c3C3CC3)ncc1CC2 | -5%
COc1ncc2nc(-c3ccc(F)cc3)c(=O)n(CCc3ccccc3)c2n1 | -1%
C[C@H]1CC[C@H]2C(=O)N3[C@H](c4ccc(Br)cc4)[C@@H](C)CC[C@H]3C(=O)N2[C@@H]1c1ccc(Br)cc1 | -5%
O=C(NCc1nnc2n1CCN(Cc1cc(F)cc(F)c1)CC2)c1cccc(F)c1 | -3%

New compounds follow
Compound | Glioma ERSR ind
Clc1ccccc1-c1ccc2ncnc(NC3CCNCC3)c2c1 | -6%
CC(C)NC(=O)c1cn([C@H]2CC[C@@H](NC(=O)/C=C/c3cccs3)CC2)nn1 | -2%
COc1cc(=O)n2c(c1C(=O)NC(C)c1ccco1)CCN(C(=O)c1cccc(C)c1C)CC2 (stereo unspecified) | 2%
CC(C)=CCC/C(C)=C/CC/C(C)=C/CC/C(C)=C/CC/C(C)=C/CC/C(C)=C/CC/C(C)=C/CC/C(C)=C/CC/C(C)=C/CO | -9%&-1%
COCC(=O)N1CCC2(CC1)CN(c1ccccn1)C2 | -2%
OC(c1ccc2c(c1)CN(Cc1cccn1-c1ncccn1)CCO2)C1CCCCC1 (stereo unspecified) | -2%
COc1ccc(Oc2ncc3nc(-c4ccc(OC)cc4)c(=O)n(CCC#N)c3n2)cc1 | -1%
CN1Cc2sccc2C(c2ccc(O)c(O)c2)C1 (stereo unspecified) | 2%
CCCCC(=O)OC1CCC2C3CCc4cc(O)ccc4C3CC[C@]12C (stereo partly specified) | 13%
CC(=O)N1CCC2(CCCN(c3cccc(-c4ccccc4)c3)C2)CC1 | -1%
COc1ccc(-c2nc3cnc(N4CCN(C)CC4)nc3n(-c3ccc(OC)cc3)c2=O)cc1 | -4%
CCCc1cc(OC)c2c(c1)OCO2 | -2%

The list continues.
Compound | Glioma ERSR ind
CC1(C)CC(C(=O)N2CCOc3ccc(CN4CCC(Oc5cccnc5)CC4)cc3C2)CCO1 (stereo unspecified) | -5%
CC(=O)OC[C@@H]1O[C@H](C/C=N\O[C@@H](C)c2cc(-c3c(C)cc(C)cc3C)no2)C=C[C@@H]1OC(C)=O | -5%
CO[C@H]1[C@H](NC(=O)c2ccco2)c2ccccc2C12CCN(Cc1cnn(-c3ccccc3)c1)CC2 | -2%
COc1ccc(NC(=O)N2CCCC3(CCN(C(=O)c4cccc(F)c4)CC3)C2)cc1 | 1%
CO[C@@H]1/C=C\CC(=O)N[C@@H](C)C(=O)OC[C@@H](OC)[C@H](C)/C=C\CC(=O)OC[C@H]1C | -1%
c1ccc(Nc2ncnc3ccc(-c4ccc5c(c4)OCO5)cc23)cc1 | -1%
CCOC(=O)OCC1OC(c2ccc(C(C)=O)cc2)C=CC1OC(=O)OCC (stereo unspecified) | -1%
COc1ccccc1CNc1ccnc(-c2ccccc2C(F)(F)F)n1 | -4%
O=C(Oc1ccccc1)N1CCC[C@@]2(CCN(c3ncccn3)C2)C1 | -2%
Cc1c(C(=O)NCC(C)(C)CN(C)C)cnn1-c1nccc(-c2ccccc2F)n1 | 0%
O=[N+]([O-])c1cccc2c[nH]nc12 | -2%
COc1ccc2c(c1)-c1nc(-n3ncc(C(=O)N(C)CC4CCCN(C)C4)c3C)ncc1CC2 (stereo unspecified) | -5%

Continuation.
Compound | Glioma ERSR ind
CCC12C=C(/C=C/c3ccccc3)C(CC)(C1)C(c1ccccc1)CC2=O (stereo unspecified) | -4%
Nc1nc2[nH]c(=O)[nH]c2c(=O)[nH]1 | 0%
COc1cccc(Cn2c(=O)c(-c3cn(C)c4ccccc34)nc3cncnc32)c1 | -3%
CN1CCN(c2nc(-c3ccc(N(C)C)cc3)nc3ccccc23)CC1 | 5%
COCC(=O)N1CCC2(CC1)CN(c1ccc(-c3ccccc3)cc1)C2 | 0%
CCN(CC)C1CCN(C(=O)c2cnn(-c3ncc4c(n3)-c3ccccc3CCC4)c2COC)C1 (stereo unspecified) | -1%
O=C1CC(c2ccc3c(c2)OCO3)c2ccc(O)cc2O1 (stereo unspecified) | -3%
O=C(NCCc1nnc2n1CCN(Cc1ccc(F)cc1)CC2)c1ccco1 | 0%
COc1ccc(-c2nc3cc(C)ccc3cc2CN(C(=O)c2ccc(C)s2)C2CC2)cc1OC | -4%
Cc1ccc2[nH]c(-c3ccc(F)cc3F)cc(=O)c2c1 | -3%
O=C(NCCc1nnc2n1CCN(Cc1ccccn1)CC2)c1ccc(F)cc1 | -6%
Cc1cc(=O)oc2cc(O)c(O)cc12 | 2%

Of the compounds above, five have an NH in an aromatic ring:
Compound | Glioma ERSR ind
C[C@@H](O)[C@@H]1NC(=O)[C@H](CCCCN)NC(=O)[C@H](Cc2c[nH]c3ccccc23)NC(=O)[C@H](Cc2ccccc2)NC(=O)[C@H](Cc2ccccc2)NC(=O)[C@H](CC(N)=O)NC(=O)[C@H](CCCCN)NC(=O)[C@@H](NC(=O)[C@@H]2CCCN2)CSSC[C@@H](C(=O)N[C@@H](CCCCN)C(=O)O)NC(=O)[C@H](CO)NC(=O)[C@H](CO)NC(=O)[C@H](Cc2ccccc2)NC1=O | -9%
Nc1cccc2c(=O)[nH]ccc12 | 2%
O=[N+]([O-])c1cccc2c[nH]nc12 | -2%
Nc1nc2[nH]c(=O)[nH]c2c(=O)[nH]1 | 0%
Cc1ccc2[nH]c(-c3ccc(F)cc3F)cc(=O)c2c1 | -3%

The results go on.
Compound | Glioma ERSR ind
COCCC(=O)NCC1Cc2cc(Cl)cc(-c3ccc4[nH]ccc4c3)c2O1 (stereo unspecified) | 3%
CCN1CCCC1CNC(=O)c1cc(S(=O)(=O)CC)ccc1OC (stereo unspecified) | 2%
Cn1c(=O)c(-c2ccc(F)cc2)nc2cnc(OCc3ccccc3)nc21 | -1%
O=C(c1n[nH]c2c1CCCC2)N1CCOc2ccc(C(O)C3CCCCC3)cc2C1 (stereo unspecified) | -4%
COc1ccccc1CNc1ncncc1-c1ccccc1CN(C)C | -3%
FC(F)(F)c1cc(CN2CCC3(CCNCC3)CC2)cc(C(F)(F)F)c1 | 0%
CS(=O)(=O)Nc1cccc(-c2nc(Nc3ccc(F)cc3)c3ccccc3n2)c1 | -11%
O=C1CC[C@H](C(=O)N[C@@H]2C[C@H]2c2ccccc2)N1 | -2%
C[C@@]12C=CC(=O)C=C1CCC1C3CC(O)[C@@](O)(C(=O)CO)[C@]3(C)CC(O)[C@]12F (stereo partly specified) | -4%

The list is partial; the hit share may differ from the screen's.
